Assay outcomes deposited in PubChem BioAssay by several laboratories.
Tn7 DDE FP = DD(E)-Tn7 binding inhibition, primary FP screen; P02675; FP displacement of FITC-Tn7 peptide from fibrin DD(E); 0% = median of compound wells per plate; inhibition, % at 8.3 µM; actives 0.13% (n = 370,000); AID 720508;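 active = inhibition above the mean of compounds falling within the control limits plus 3 SD of them, cut at about 14% in these data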;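 note: 0% = plate median of compound wells and 100% = 10 µM Aha-Tn7 peptide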
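Assay system: human fibrin DD(E). Input: DD(E) 2 µM final. Medium: Tris buffer with calcium and detergent, pH 7.8. Compound dosing: single point at 8.3 µM. Timing: 10 min plus 3 h, room temperature. Technique: fluorescence polarization of the labelled Tn7 tracer. Read-out: percent inhibition. Replicates: singlicate testing.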
proKLK7 act = activates the human kallikrein-7 zymogen; P49862; actives 0.9% (n = 370,000); activation, % at 7 µM; purified proKLK7, EDANS-DABCYL substrate fluorescence; 100% is mature enzyme control, 0% vehicle;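 active = activation above the mean of all tested compounds plus 3 SD, computed per campaign excluding outliers beyond control limits, cut at about 13% in these data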
ASAP1 GAP inh = blocks human ASAP1-stimulated Arf1 GTP hydrolysis; Q9ULH1; GDP FP detection; inhibition, % at 16.5 µM; actives 0.19% (n = 360,000); AID 624377; in the data active = inhibition above about 25%;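 note: 0% = vehicle with enzyme and substrate and 100% = no enzyme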
Target sequence (Q9ULH1 325-724 limits assumed): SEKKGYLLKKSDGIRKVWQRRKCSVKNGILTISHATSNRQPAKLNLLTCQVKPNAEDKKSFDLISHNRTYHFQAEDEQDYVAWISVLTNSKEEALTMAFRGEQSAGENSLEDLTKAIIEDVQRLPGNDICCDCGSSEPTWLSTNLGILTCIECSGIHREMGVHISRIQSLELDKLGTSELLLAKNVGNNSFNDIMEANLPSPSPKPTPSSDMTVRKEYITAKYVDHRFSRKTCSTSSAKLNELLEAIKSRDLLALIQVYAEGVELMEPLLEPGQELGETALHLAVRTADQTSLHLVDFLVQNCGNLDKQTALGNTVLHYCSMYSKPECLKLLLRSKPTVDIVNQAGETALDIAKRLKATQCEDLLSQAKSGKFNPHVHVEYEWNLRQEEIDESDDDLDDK
Tn6 DDE FP = DD(E)-Tn6 binding inhibition, primary FP screen; P02675; actives 0.21% (n = 370,000); Fibrin DD(E) TRITC-Tn6 fluorescence polarization displacement; inhibition, % at 8.3 µM;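 active = inhibition above a per-campaign cutoff: mean of compounds within control limits plus 3 SD, cut at about 15% in these data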;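 note: 0% = median of all compound wells on the plate and 100% = blocking peptide control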
PLC-beta3 inh = inhibitors of human phospholipase C beta3; Purified PLC-beta3, fluorogenic substrate, fluorescence; AID 720704; actives 0.18% (n = 370,000); inhibition, % at 12.2 µM; in the data active = inhibition above about 11%;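 note: 0% = median of compound wells on plate and 100% = full blocker control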
UHRF1 MBD2 ctr = UHRF1 methyl-DNA binding inhibition; actives 0.75% (n = 370,000); inhibition, % at 4.4 µM; UHRF1 binding to methylated oligo, TR-FRET; AID 687016; Q96T88; in the data active = inhibition above about 21%;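 note: UHRF1 SRA domain binding a hemimethylated CpG hairpin DNA probe; 0% = median of test compound wells and 100% = reference inhibitor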
Rev-erbA mod = modulates human Rev-erb alpha binding to DNA. P20393. Rev-erbα–FITC-DNA binding, fluorescence polarization, 90 min. activity, % at 10 µM. actives 0.79% (n = 370,000);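 active = activity above about 14%, limit read from the data; passing the limit was not always enough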;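 note: 0% = DMSO wells with 35 nM protein and 100% = DMSO wells with 750 nM protein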
Target sequence (P20393 whole entry, looked up): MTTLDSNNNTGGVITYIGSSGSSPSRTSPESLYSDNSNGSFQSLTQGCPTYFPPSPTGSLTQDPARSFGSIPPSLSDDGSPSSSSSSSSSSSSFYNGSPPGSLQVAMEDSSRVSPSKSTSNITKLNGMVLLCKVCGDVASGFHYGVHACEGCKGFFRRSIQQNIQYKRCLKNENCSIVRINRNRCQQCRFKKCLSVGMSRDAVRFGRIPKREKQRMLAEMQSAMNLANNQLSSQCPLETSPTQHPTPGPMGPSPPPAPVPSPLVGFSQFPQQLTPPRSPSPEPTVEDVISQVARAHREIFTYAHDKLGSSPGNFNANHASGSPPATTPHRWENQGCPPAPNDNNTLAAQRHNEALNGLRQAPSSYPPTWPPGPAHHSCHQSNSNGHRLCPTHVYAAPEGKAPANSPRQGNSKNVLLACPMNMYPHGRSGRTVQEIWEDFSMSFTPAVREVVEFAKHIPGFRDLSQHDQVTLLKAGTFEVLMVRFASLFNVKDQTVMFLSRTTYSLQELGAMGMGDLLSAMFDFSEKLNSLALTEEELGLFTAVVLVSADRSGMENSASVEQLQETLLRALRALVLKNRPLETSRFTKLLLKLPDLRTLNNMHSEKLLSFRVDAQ
sPLA2-III inh = Blocks human group III sPLA2 activity | Q9NZ20 | QFRET BODIPY PC-A2 liposome hydrolysis, fluorescence | inhibition, % at 12.2 µM | actives 0.56% (n = 370,000) | AID 743126;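 active = inhibition above mean plus 3 SD of compounds lying within the high and low control bounds, cut at about 19% in these data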;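 note: 0% = median of test compound wells and 100% = no enzyme DMSO wells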
PLC-gamma1 inh = blocks human PLC-gamma1 enzyme activity. actives 0.84% (n = 370,000). AID 720700. purified PLC-gamma1, fluorogenic substrate, fluorescence. inhibition, % at 12.2 µM. P19174; in the data active = inhibition above about 9.5%
ARFGAP1 inhibitor = inhibitors of rat ARFGAP1; Arfgap1-stimulated ARF1 GTP hydrolysis, GDP FP detection; inhibition, % at 16.5 µM; Q62848; actives 0.26% (n = 360,000);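 active = inhibition above a per-plate limit, mean inhibition of low control wells plus 3 SD, cut at about 25% in these data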;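 note: 0% = DMSO wells with enzyme and 100% = wells lacking Arfgap1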
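System: truncated rat Arfgap1 GAP domain / Benchmarks: high control wells lacking Arfgap1, low control full reaction with DMSO / Times: compound-enzyme preincubation 20 min, reaction 120 min, detection 60 min, 25 °C / Repeats: one replicate per compound / Also added: human ARF1(Δ1-17)-GTP substrate / Measured by: Tracer-displacement fluorescence polarization with EDTA stop, 620/688 nm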
* marks the source's active call; other numbers are inactive results; x = not tested or not shown.

The opening two entries (preview)
SMILES	Tn7 DDE FP	proKLK7 act	ASAP1 GAP inh	Tn6 DDE FP	PLC-beta3 inh	UHRF1 MBD2 ctr	Rev-erbA mod	sPLA2-III inh	PLC-gamma1 inh	ARFGAP1 inhibitor
c1ccc(Cn2ccc3ccc(-c4ccc5ccn(Cc6cccc(Oc7ccccc7)c6)c5c4)cc32)cc1	11	-1.3	x	-7	-69	0	0	19	-49	x
Cc1ccc(-c2nc(C)sc2CC(=O)Nc2cccc(C)c2C)cc1	-2	-0.2	3	-6	8	0	-5	-1	2	-1

This part in full, from the first entry:
SMILES	Tn7 DDE FP	proKLK7 act	ASAP1 GAP inh	Tn6 DDE FP	PLC-beta3 inh	UHRF1 MBD2 ctr	Rev-erbA mod	sPLA2-III inh	PLC-gamma1 inh	ARFGAP1 inhibitor
c1ccc(Cn2ccc3ccc(-c4ccc5ccn(Cc6cccc(Oc7ccccc7)c6)c5c4)cc32)cc1	11	-1.3	x	-7	-69	0	0	19	-49	x
Cc1ccc(-c2nc(C)sc2CC(=O)Nc2cccc(C)c2C)cc1	-2	-0.2	3	-6	8	0	-5	-1	2	-1
CC(=O)C1=CCC(c2ccc(Cl)cc2)N(S(=O)(=O)c2ccccc2C)C1 (stereo unspecified)	2	-0.3	1	-6	-2	0	0	-3	1	11
Cc1cc(NC(=O)CSc2nc3c(C)cccc3cc2C#N)no1	-3	-0.6	-8	4	-14	1	83*	-1	-1	1
Cc1cc(/C=C2\Cc3ccccc3C2=O)c(C)n1-c1ccccc1	3	-1.0	0	3	-116	-4	1	-4	-88	-5
CC(C)(C)c1oc(C(=O)O)cc1CN1CCOCC1	1	-0.6	-8	6	-5	2	6	3	2	3
CC[C@]12c3[nH]c4ccc(Cl)cc4c3CCN1C(=O)[C@@H](CC(=O)NCc1ccc(OC)c(OC)c1)C[C@@H]2C(=O)N1CCN(C(=O)C2CC2)CC1	1	0.3	5	-6	0	-1	4	-11	4	9
CCOc1cc(N2CCOCC2)c(OCC)cc1NC(=O)c1ccc(S(=O)(=O)N2CC(C)OC(C)C2)cc1 (stereo unspecified)	4	0.1	-3	-4	-5	3	-2	5	0	2
COC(=O)[C@]12C[C@H](CC(=O)NCc3cccc(C(F)(F)F)c3)C(=O)N(Cc3cccc4ccccc34)C1=C[C@H](C(C)(C)C)O[C@@H]2C	-2	-0.8	x	8	6	0	1	-9	2	x
Cc1ccc(S(=O)(=O)Nc2ccc3c(c2)C(=O)N([C@H](C)CO)C[C@H](C)[C@H](CN(C)C(=O)Nc2cccc4ccccc24)OCCCC[C@@H](C)O3)cc1	3	-1.6	2	1	-9	-2	10	-23	-8	17
CC(C)(C)NC(=O)C1Cc2ccccc2CN1C(=O)Nc1ccccc1Cl (stereo unspecified)	-1	-0.2	-6	-3	2	-2	-4	0	-2	7
COc1ccc(C(=O)OCC(=O)NCCN2C(=O)CSC2=O)cc1[N+](=O)[O-]	-1	-0.1	-15	-3	0	6	-2	8	4	-6
CCOC(=O)C1=CCN(S(=O)(=O)c2ccccc2)C1c1ccccc1 (stereo unspecified)	5	0.6	8	1	2	-1	-1	-5	-2	-4
Cc1ccc(N2C(=O)C3C4CC(=O)C(c5ccccc54)C3C2=O)cc1C (stereo unspecified)	2	0.2	8	10	8	0	-1	-3	8	8
O=C1c2ccccc2C(=O)N1CCC#Cc1ccc2cc(C3(O)CCCCC3)oc(=O)c2c1	-1	0.4	14	-11	-1	0	-2	8	0	-1
CCc1ccc2[nH]c3nc(SCc4nnc(-c5ccc(C)cc5)o4)nnc3c2c1	4	0.6	9	-4	-2	0	-1	2	8	5
O=C(NCCN1CCC(n2c(=O)[nH]c3ccccc32)CC1)c1cccs1	1	-0.4	-1	-3	-2	2	1	9	1	1
C#CCNC(=O)C1=C[C@@H](C)C[C@@H](OCc2ccc(CO)cc2)O1	-5	-1.1	-7	2	-2	4	-2	3	1	5
N#Cc1c(NC(=O)C(=O)NCCCN2CCOCC2)sc2c1CCC2	-2	0.6	6	-8	-15	-1	-2	5	-2	5
O=C(NCc1cccs1)C1CCN(S(=O)(=O)c2cccc3nsnc23)CC1	-6	0.5	-2	-1	3	2	5	2	4	7
COC(=O)Nc1ncc(CN2CCC(c3ccccc3)CC2)s1	-1	0.7	-4	-3	3	-2	0	7	3	8
CC(C)(C)c1ccc(OCc2ccc(C(=O)NN)o2)cc1	-7	1.1	-5	-4	-5	-3	-2	-1	0	13
C=CCN1C(=O)C(Cc2ccc(C)cc2)S/C1=N/N=C/c1ccco1 (stereo unspecified)	-5	0.5	-6	8	5	-2	8	-22	3	2
Cc1cc(NS(=O)(=O)c2ccc(NC(=O)c3cnc4scc(C)n4c3=O)cc2)nc(C)n1	2	0.1	10	11	-42	-1	3	4	-32	0
NS(=O)(=O)c1ccc(NC(=O)CCC(=O)c2ccc(Cl)s2)cc1	-4	-0.2	0	7	-5	0	7	-8	1	5
COc1ccc(CNC(=O)c2ccc3oc(C(C)C)nc3c2)cc1	4	-0.1	-17	1	-3	2	2	5	2	-5
CC(=O)Nc1cccc(-c2ccnc3c2CC(C(=O)Nc2cccc(NS(C)(=O)=O)c2)O3)c1 (stereo unspecified)	3	0.5	-18	0	3	-2	-1	-8	0	0
COc1ccc(C2(C(=O)N3CCCC3)CCOCC2)cc1OC	-6	-0.3	6	-6	8	6	1	15	4	9
COC(=O)c1ccccc1NC(=O)CSc1nnc(-c2cccnc2)n1N	-2	-0.9	4	-11	-5	-1	-5	3	-1	2
COc1cccc(C2=NOC(C(=O)Nc3cc(OC)c(OC)c(OC)c3)C2)c1 (stereo unspecified)	0	-0.7	1	-2	-6	4	-2	-2	3	4
CC(=O)Nc1ccc(S(=O)(=O)N2CCCc3ccccc32)cc1	7	0.4	2	8	0	3	0	-5	-2	-10
CC(=O)N(C)c1ccc(OCC(O)Cn2c3ccc(Cl)cc3c3cc(Cl)ccc32)cc1 (stereo unspecified)	-1	1.2	22	-16	-77	6	-5	-7	-69	23
CCc1ccccc1N(CC(=O)OC)S(C)(=O)=O	3	-0.1	6	-11	2	5	4	11	1	-7
c1ccc(CCNc2ncnc3sccc23)nc1	-6	0.0	12	0	-4	-1	-1	-2	1	-9
CC1CCCC(C)N1C(=O)c1ccc(S(=O)(=O)N2CCCC2)cc1 (stereo unspecified)	-5	0.1	-17	2	-3	-1	-2	0	4	-14
COc1ccc(-c2[nH][nH]c(=O)c2NC(=O)c2ccc([N+](=O)[O-])cc2)cc1	2	-1.7	1	8	-6	-5	0	-2	-2	5
CC12CCC(=O)N1C(C(=O)OCC(=O)Nc1ccc(Cl)c(Cl)c1)CS2 (stereo unspecified)	5	0.1	11	2	-3	0	3	-10	3	7
Cc1ccc(Sc2nc(-c3ccccc3)ccc2C#N)cc1	-7	0.6	6	2	0	1	0	0	0	2
CCCCNC(=O)C1(C)CCCCN1C(=O)c1cc(-c2ccccc2)cs1 (stereo unspecified)	-8	-0.6	-9	2	-1	3	1	-4	4	-2
O=C(NC(=S)NC1CCCC1)c1ccccc1	1	0.2	-12	-1	-5	-3	-3	5	3	8
Cc1noc(C)c1C(=O)N1CCCC(N2CCN(c3cccc(C(F)(F)F)c3)CC2)C1 (stereo unspecified)	-4	-0.2	-6	0	-5	1	0	-2	1	0
CCOC(=O)CSc1nnc(CSc2nc3ccccc3s2)n1C	0	0.9	10	2	1	-3	4	-2	-2	-6
CCn1nc(NS(=O)(=O)c2ccc(NC(C)=O)cc2)c2cc3ccccc3nc21	2	-0.3	8	-4	-20	-3	5	2	-11	4
Cc1c(C=O)cnn1CCC(=O)O	-1	-0.3	-4	-2	6	0	-3	-2	4	11
NS(=O)(=O)c1ccc(N=C2C(=O)Nc3ccccc32)cc1	-3	1.2	13	3	-2	-4	-10	4	2	9
COc1ccc(OC)c(NC(=O)C2CCC(CNc3c(N4CCC(C)CC4)c(=O)c3=O)CC2)c1 (stereo unspecified)	4	0.4	4	-3	-6	5	-1	7	0	3
O=C(/C=C/c1ccc(S(=O)(=O)N2CCOCC2)cc1)N1CCN(c2ccc(F)cc2)CC1	8	0.1	2	9	-6	0	4	8	4	-2
O=C(O)C1CCCCC1C(=O)Nc1ccccc1F (stereo unspecified)	-5	0.5	7	-5	3	2	-5	-1	2	-19
COC(=O)[C@]1(C)N[C@H](CN(C)C(=O)Nc2ccccc2)[C@@H]2C(=O)N(C)C(=O)[C@@H]21	1	0.2	-5	0	2	-2	1	4	1	19
COCCN(C(=O)CSc1nnc(-c2ccccc2F)o1)c1c(N)n(CC(C)C)c(=O)[nH]c1=O	2	0.0	-7	3	-4	-1	1	3	-2	6
CCCn1c(C)c(C(=O)OCC)c(O)c(-c2ccccc2)c1=O	2	0.1	1	-5	-5	-1	2	1	0	-6
Cc1ccc(C)c(N2C(=O)CC(Cc3ccc(Br)cc3)C2=O)c1 (stereo unspecified)	-2	0.4	4	6	-4	3	-4	-7	0	-2
O=C(COC(=O)c1cc(S(=O)(=O)N2CCOCC2)ccc1F)Nc1ccccc1C(F)(F)F	2	0.0	5	-6	-3	0	-1	-1	2	10
CC1c2cc3c(cc2CCN1C(=O)c1cccc(F)c1)OCCCO3 (stereo unspecified)	-11	2.5	1	0	-31	1	-2	5	-19	-6
Cc1ccc(S(=O)(=O)NC(=O)NCc2ccc(Cl)cc2)cc1	0	0.0	7	0	-3	2	-1	-5	-3	7
O=C(CSc1nnc(CNc2ccc(F)cc2)n1Cc1ccccc1)NCc1ccccc1	5	0.5	-3	-5	1	-5	1	-8	0	0
NC(=O)NC(=O)CSc1cccc(C(F)(F)F)c1	3	0.0	4	-6	1	-1	-1	-2	9.5*	2
CN(C)C(=O)CCC(=O)N1CCCC(C(=O)c2ccc3c4c(cccc24)CC3)C1 (stereo unspecified)	1	3.7	1	-2	-142	3	-2	-1	-94	2
N#Cc1ccc(OCC(=O)N/N=C(\CCC(=O)O)c2cccs2)cc1	-2	0.1	4	4	-8	1	-6	0	-3	-8
Cn1ccc2c(-c3cccc(C=O)c3)cc3c(c21)C1CCC3C1 (stereo unspecified)	10	-4.0	-3	3	-22	0	2	17	-13	-7
(list continues)
SMILES	Tn7 DDE FP	proKLK7 act	ASAP1 GAP inh	Tn6 DDE FP	PLC-beta3 inh	UHRF1 MBD2 ctr	Rev-erbA mod	sPLA2-III inh	PLC-gamma1 inh	ARFGAP1 inhibitor
COC(=O)C[C@@H]1CC[C@H](NC(=O)Cc2ccccn2)[C@@H](CO)O1	1	-0.2	12	-11	-1	-1	-2	2	-2	0
CC(C)(C)c1ccc(OCC(=O)N(c2ccccn2)C2CCCCC2)cc1	5	0.4	0	3	4	2	3	10	0	3
O=C(NCCSc1ccc(Br)cc1)c1ccc2nc[nH]c2c1	-1	0.5	-2	-6	-12	0	-4	-6	3	14
CCN(CC)S(=O)(=O)c1ccc(NC(=S)NC(=O)CC(C)C)cc1	1	0.1	6	-2	3	-2	6	2	1	-1

An unsorted share of the library, and some 4.5% of all compounds hit somewhere here.
